GSK3beta inhib – inhibitors of human GSK3beta kinase; P49841; GST-GSK3beta kinase, ADP-Glo luminescence, 60 min; active compounds read low; AID 2097; activity score (negative = inhibition), % at 10 µM; 300,000 compounds, 0.038% hits;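 active = more than half of replicate wells score below -50%, meaning over 50% inhibition versus plate controls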;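 also: 0% = median DMSO wells and -100% = median GW8510 positive control wells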
Target sequence (P49841 whole entry, looked up): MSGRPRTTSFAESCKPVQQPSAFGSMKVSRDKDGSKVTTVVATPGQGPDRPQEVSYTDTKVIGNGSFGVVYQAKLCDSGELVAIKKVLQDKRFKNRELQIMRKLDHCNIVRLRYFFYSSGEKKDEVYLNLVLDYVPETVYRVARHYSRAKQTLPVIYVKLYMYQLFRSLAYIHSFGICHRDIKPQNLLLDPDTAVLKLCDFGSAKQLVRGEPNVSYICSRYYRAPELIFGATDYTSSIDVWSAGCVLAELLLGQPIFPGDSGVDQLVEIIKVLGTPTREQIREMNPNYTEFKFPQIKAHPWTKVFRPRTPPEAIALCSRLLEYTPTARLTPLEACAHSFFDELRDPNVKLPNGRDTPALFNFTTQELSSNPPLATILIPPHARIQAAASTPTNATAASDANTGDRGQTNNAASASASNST
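Test system: GST-fused GSK3beta enzyme, cell-free | Quantity: 1.6 ng GST-GSK3beta enzyme per well | Reagent: 25 µM ATP with peptide substrate | Schedule: 60 min enzyme reaction, room temperature | Signal: Luminescent ADP-Glo measurement of ADP formed | Read-out basis: Score relative to plate controls | Control set: DMSO and 20 µM GW8510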
HSP90 refold inh – inhibitors of HSP90 luciferase refolding in rabbit reticulocyte lysate; inhibition, % at 5.6 µM; luciferase refolding luminescence, 3 h; 290,000 compounds, 0.91% hits; AID 1789;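 active = inhibition above the screen-wide mean plus 3 SD, computed separately per campaign, cut at about 16% in these data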;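 also: 0% = DMSO wells and 100% = 60 µM geldanamycin wells; inhibitors lower the luminescence because luciferase stays unfolded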
HSF1 activator – increases HSF-1 driven luciferase reporter signal | NIH3T3-HGL HSF-1 luciferase reporter, MG132, 8 h; 100% = twice DMSO control signal | 300,000 compounds, 1.7% hits | activation, % at 9 µM;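 active = mean replicate activation of at least 50% with a set share of replicates each reaching 50%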;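 also: 0% = median of the neutral control wells and 100% = twice that signal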
AI-2 QS mod – modulates the Vibrio harveyi AI-2 quorum sensing system; 300,000 compounds, 0.4% hits; AID 2094; activity change, % at 7.5 µM; Vibrio harveyi JMH597 AI-2 luminescence/OD600 ratio, 9 h; active compounds read low; strain lacks LuxN and CqsS sensors; 0 = neutral-control median; in the data active = activity change below about -75%, passing the limit was not always enough;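 also: luminescence divided by OD600 gain over 9 h not by final OD600 alone; inactives centre near 13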
GSK3A inh – human GSK-3 alpha kinase inhibition; 320,000 compounds, 0.1% hits; P49840; inhibition, % at 10 µM; ADP-Glo luminescence, 60 min;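 in the data active = inhibition above about 50%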;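 also: GST-tagged GSK-3 alpha with peptide substrate and 25 µM ATP; 0% = DMSO neutral wells and 100% = GW8510 positive control wells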
Target sequence (P49840 whole entry, looked up): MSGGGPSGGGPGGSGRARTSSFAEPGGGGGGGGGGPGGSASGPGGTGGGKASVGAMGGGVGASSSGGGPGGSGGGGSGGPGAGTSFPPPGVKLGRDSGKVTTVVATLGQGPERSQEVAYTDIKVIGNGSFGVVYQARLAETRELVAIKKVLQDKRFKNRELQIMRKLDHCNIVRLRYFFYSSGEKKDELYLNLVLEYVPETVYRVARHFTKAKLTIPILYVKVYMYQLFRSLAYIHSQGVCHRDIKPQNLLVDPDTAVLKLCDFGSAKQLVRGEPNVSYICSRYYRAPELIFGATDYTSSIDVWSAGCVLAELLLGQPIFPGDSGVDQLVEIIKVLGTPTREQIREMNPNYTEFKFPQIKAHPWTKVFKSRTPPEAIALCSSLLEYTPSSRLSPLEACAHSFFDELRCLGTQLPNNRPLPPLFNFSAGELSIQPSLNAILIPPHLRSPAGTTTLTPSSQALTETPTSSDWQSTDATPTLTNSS
HSF1 inh – HSF1 inhibition; NIH3T3-HGL HSE-luciferase, MG132-induced, luminescence 8 h; active compounds read low; activity change, negative = inhibition, % at 7.5 µM (by protocol); 300,000 compounds, 0.77% hits; AID 2098;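 active = more than half of replicate wells show activity change below -50%, luminescence cut by over half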;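 also: luciferase reports HSF-1 transcriptional activity via heat shock element; 0% = median of DMSO wells and -100% = zero luminescence signal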
KLF5 inh – inhibitors of KLF5 expression; DLD-1 KLF5 promoter-luciferase reporter, luminescence; inhibition, % at 5 µM; 290,000 compounds, 0.23% hits; AID 1700;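 active = inhibition above a per-plate limit of that plate's mean compound inhibition plus 3 SD, cut at about 60% in these data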;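 also: 0% = DMSO wells and 100% = LY294002 at 200 µM; higher means less KLF5 promoter-driven luciferase light; inactives centre near -14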
IEC-6 cytotox – counter-screen for KLF5 inhibitors: cytotoxicity in IEC-6 cells; inhibition, % at 5 µM; 290,000 compounds, 0.78% hits; IEC-6 cytotoxicity, luminescence viability; in the data active = inhibition above about 22%;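 also: 0% = plate median of test compound wells and 100% = cytotoxic reference compound wells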
aSyn UTR inh – MLPCN primary screen, SNCA 5' untranslated region; inhibition, % (tested at 7.5 µM); 300,000 compounds, 0.82% hits; AID 1813; alpha-synuclein 5'UTR reporter, inhibitor activity; in the data active = inhibition above about 60%;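 also: H4 neuroglioblastoma cells stably carrying SNCA 5'UTR luciferase fusion; 0% = DMSO wells and 100% = positive control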
HIF activator – HIF pathway transcriptional activation | U2OS HRE-luciferase reporter, luminescence; normalized: DMSO 0%, desferrioxamine 100% | activation, % at 7.5 µM (by protocol) | 300,000 compounds, 0.32% hits | AID 1910;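 active = mean activation of at least 10% of the iron chelator positive control signal, with at least half of replicates also reaching 10%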
* hit, by the source's call; . = not tested or not shown. Not a hit list; any-hit rate near 4.7%.

| Molecule | GSK3beta inhib | HSP90 refold inh | HSF1 activator | AI-2 QS mod | GSK3A inh | HSF1 inh | KLF5 inh | IEC-6 cytotox | aSyn UTR inh | HIF activator |
| --- | --- | --- | --- | --- | --- | --- | --- | --- | --- | --- |
| COc1ccc(CCNC(=O)Cn2c(=O)n(Cc3ccco3)c(=O)c3ccc(Cl)cc32)cc1OC | -2 | 1 | 6 | 21 | . | -4 | -30 | -11 | -21 | -0.2 |
| CC1CCCCN1CCCNC(=O)c1nn(C)c2c1CSc1ccccc1-2 (stereo unspecified) | -1 | -3 | 9 | 13 | -3 | 0 | -38 | 12 | 18 | -0.2 |
| O=C(CNC(=O)c1cc(S(=O)(=O)N2CCCCC2)ccc1N1CCOCC1)Nc1ccc(F)c(F)c1 | 4 | . | 6 | 17 | 3 | 1 | . | . | 18 | 0.0 |
| CCCn1c2ccccc2c2nnc(SCC(=O)Nc3c(C)n(C)n(-c4ccccc4)c3=O)nc21 | 1 | -2 | . | 23 | -1 | . | -4 | -7 | 42 | . |
| Cc1ccc(NC(=O)c2sc3nc4c(c(-c5ccco5)c3c2N)CCC4)cc1 | 2 | -1 | 0 | 3 | 2 | 0 | 1 | 7 | 1 | -0.5 |
| CCN(C(=O)Cn1c(=O)oc2ccccc21)c1cccc(C)c1 | 2 | 5 | -4 | 15 | -1 | -2 | 8 | -1 | -8 | -0.2 |
| CCN(CC(=O)Nc1ccc2c(c1)OCCO2)C(=O)/C=C/c1ccc(OC)cc1OC | -1 | 1 | 8 | 21 | -1 | 2 | -50 | -8 | -37 | 1.6 |
| Cc1sc2nc(C(C)C)nc(SCC(=O)N3c4ccccc4CC3C)c2c1C (stereo unspecified) | -2 | 2 | 7 | 11 | -1 | 9 | 7 | 1 | 35 | 0.0 |
| CC(=O)N1N=C(c2ccc(C)cc2)OC1c1ccc(Br)cc1 (stereo unspecified) | 0 | -4 | 57* | 25 | -2 | 37 | -60 | 3 | -174 | 2.7 |
| CCc1cn(S(=O)(=O)c2ccccc2OC)nc1N | -3 | 0 | 10 | 3 | -3 | 6 | -31 | 2 | 1 | 0.1 |
| COc1cc2[nH]c3c(N4CCN(c5ccccn5)CC4)ncnc3c2cc1OC | -9 | 0 | -25 | 36 | . | -4 | -18 | 13 | 4 | 1.0 |
| O=C(NC1CCCCC1)C(c1cccs1)N(C(=O)C(F)(F)F)c1ccccc1 (stereo unspecified) | 0 | 0 | -3 | -2 | 2 | 5 | -26 | 0 | 12 | 0.7 |
| COc1cccc(CN2CCNC(=O)C2CC(=O)NCCn2nc(C)cc2C)c1OC (stereo unspecified) | 0 | -2 | 4 | 12 | -1 | -7 | -12 | -1 | -11 | -0.4 |
| Cc1ccc(NS(=O)(=O)c2ccc(Br)s2)cc1S(=O)(=O)N1CCOCC1 | 4 | -2 | 11 | 17 | -2 | -2 | -25 | -2 | -9 | -0.2 |
| Cc1nn(C)c(C)c1CN(C)C(=O)c1cc2nc(-c3ccco3)cc(C(F)(F)F)n2n1 | 1 | -5 | 2 | 9 | 3 | -1 | -33 | 0 | -13 | 0.1 |
| Cc1nnc(SCCOC(N)=O)n1C | -3 | -4 | -6 | 22 | . | 0 | -16 | 0 | 17 | -0.2 |
| COc1ccc(C2=NOC(C(=O)N3CCCCCC3)C2)cc1OC (stereo unspecified) | 1 | 0 | -83 | 13 | 0 | -78* | -4 | 0 | -8 | -0.5 |
| CCc1nnc(NS(=O)(=O)c2ccc(NC(=S)NC(=O)c3ccccc3)cc2)s1 | -4 | -4 | 14 | 16 | -2 | 7 | -18 | -6 | -8 | -0.5 |
| N#CC1(c2ccccc2)CCCN1C(=O)c1ccccc1Cl (stereo unspecified) | 3 | 5 | 13 | 5 | -2 | -2 | -33 | -4 | 7 | -0.7 |
| CCC1=Nc2cc(C(=O)NCCN3CCOCC3)ccc2Sc2ccc(Br)cc21 | -8 | 5 | 29 | -9 | 1 | 19 | -16 | 0 | 8 | -0.2 |
| Cc1ccc(N(CC(=O)NCc2ccccc2)C(=O)c2csnn2)cc1 | -3 | 1 | -4 | 9 | -3 | 5 | -18 | -7 | -15 | 0.2 |
| COc1ccccc1N1CCN(Cc2c[nH]c3ccccc23)CC1 | 1 | -1 | 4 | 23 | 0 | -1 | -6 | 6 | 47 | -0.6 |
| COc1cc(/C=N/NC(=O)c2ccc(COc3ccccc3Cl)o2)cc(Br)c1O | -2 | -5 | -53 | 25 | -1 | -36 | -43 | 0 | 0 | -0.3 |
| COc1cccc(CN(C)C(=S)Nc2cccc(C)c2)c1 | 1 | -4 | -8 | 1 | 2 | 1 | -3 | -7 | 12 | 0.2 |
| CC1=NN(c2ccccc2)C(=O)C1C(=O)c1cc([N+](=O)[O-])cc([N+](=O)[O-])c1 (stereo unspecified) | 2 | 4 | -6 | 2 | -2 | -3 | 2 | 0 | 0 | -0.6 |

No new results follow: entries from further up.
| Molecule | GSK3beta inhib | HSP90 refold inh | HSF1 activator | AI-2 QS mod | GSK3A inh | HSF1 inh | KLF5 inh | IEC-6 cytotox | aSyn UTR inh | HIF activator |
| --- | --- | --- | --- | --- | --- | --- | --- | --- | --- | --- |
| COc1ccc(CCNC(=O)Cn2c(=O)n(Cc3ccco3)c(=O)c3ccc(Cl)cc32)cc1OC | -2 | 1 | 6 | 21 | . | -4 | -30 | -11 | -21 | -0.2 |
| CC1CCCCN1CCCNC(=O)c1nn(C)c2c1CSc1ccccc1-2 (stereo unspecified) | -1 | -3 | 9 | 13 | -3 | 0 | -38 | 12 | 18 | -0.2 |
| O=C(CNC(=O)c1cc(S(=O)(=O)N2CCCCC2)ccc1N1CCOCC1)Nc1ccc(F)c(F)c1 | 4 | . | 6 | 17 | 3 | 1 | . | . | 18 | 0.0 |

Entries of single compounds from above. Screens in order: GSK3beta inhib	HSP90 refold inh	HSF1 activator	AI-2 QS mod	GSK3A inh	HSF1 inh	KLF5 inh	IEC-6 cytotox	aSyn UTR inh	HIF activator
`CCN(C(=O)Cn1c(=O)oc2ccccc21)c1cccc(C)c1` as listed: 2	5	-4	15	-1	-2	8	-1	-8	-0.2
`COc1cc2[nH]c3c(N4CCN(c5ccccn5)CC4)ncnc3c2cc1OC` as listed: -9	0	-25	36	.	-4	-18	13	4	1.0

The main list resumes with the three entries that preceded the break.
| Molecule | GSK3beta inhib | HSP90 refold inh | HSF1 activator | AI-2 QS mod | GSK3A inh | HSF1 inh | KLF5 inh | IEC-6 cytotox | aSyn UTR inh | HIF activator |
| --- | --- | --- | --- | --- | --- | --- | --- | --- | --- | --- |
| COc1cc(/C=N/NC(=O)c2ccc(COc3ccccc3Cl)o2)cc(Br)c1O | -2 | -5 | -53 | 25 | -1 | -36 | -43 | 0 | 0 | -0.3 |
| COc1cccc(CN(C)C(=S)Nc2cccc(C)c2)c1 | 1 | -4 | -8 | 1 | 2 | 1 | -3 | -7 | 12 | 0.2 |
| CC1=NN(c2ccccc2)C(=O)C1C(=O)c1cc([N+](=O)[O-])cc([N+](=O)[O-])c1 (stereo unspecified) | 2 | 4 | -6 | 2 | -2 | -3 | 2 | 0 | 0 | -0.6 |
| C=CCn1c(SC(C)C(=O)NCc2ccc3c(c2)OCO3)nnc1C1CCCCC1 (stereo unspecified) | 0 | 2 | 5 | 5 | -2 | 11 | -20 | 0 | 23 | -0.2 |
| N#C/C(=N\Nc1cccc(C(F)(F)F)c1)C(=O)c1ccsc1 | -1 | 2 | 7 | 2 | 1 | 3 | -62 | 16 | -109 | 1.8 |
| COc1cc(NC(=O)c2cccs2)c(C(=O)OCC(=O)NCc2ccccc2)cc1OC | 6 | 2 | 6 | 9 | -4 | 9 | -28 | -2 | -17 | -0.6 |
| CCCCNC(=O)C1CCN(S(=O)(=O)c2c(C)noc2/C=C\c2ccc(OC)cc2)CC1 | -2 | 1 | 2 | 33 | 0 | 1 | -22 | 4 | 12 | 0.0 |
| Cc1ccc(NC(=O)c2cccc(Oc3ccc([N+](=O)[O-])cc3)c2)c(C(=O)O)c1 | 2 | -5 | -1 | 6 | -6 | -4 | -32 | 0 | 8 | 1.7 |
| O=C(COC(=O)c1cc([N+](=O)[O-])ccc1N1CCOCC1)Nc1ccc(Cl)cc1 | 3 | 0 | -7 | -7 | 1 | -2 | -6 | 9 | 26 | 0.6 |
| Cc1cc(OC(=O)c2ccc(Cl)cc2Cl)c([N+](=O)[O-])c(=O)[nH]1 | -1 | -4 | -5 | 19 | 2 | 5 | -17 | -14 | 7 | -0.4 |
| CCOC(=O)C1=C(C)NC(=O)NC1c1ccc(OC(=O)c2ccco2)c(OC)c1 (stereo unspecified) | 1 | 0 | -6 | 26 | -4 | -6 | -2 | -4 | 14 | 0.3 |
| CC[C@H](NC(=O)c1c(C)c(-c2ccccc2)nc2ccccc12)c1ccccc1 | 1 | . | -12 | -1 | -3 | -9 | . | . | -25 | -0.4 |
| CCC(C)[C@H](NC(=O)NCc1ccc(Cl)cc1)C(=O)O (stereo partly specified) | 0 | 4 | 0 | 2 | 3 | -1 | -27 | -4 | 7 | -0.3 |
| Cn1cccc1C(=O)OCc1cc(Cl)cc2c1OCOC2 | 0 | -7 | 26 | 30 | 4 | 20 | -48 | 0 | -80 | 3.9 |
| O=C(CN1C(=O)S/C(=C\c2cccc(Cl)c2)C1=O)NC1C=CS(=O)(=O)C1 (stereo unspecified) | -5 | 7 | 18 | 10 | -1 | -1 | -8 | 5 | -14 | 0.1 |
| O=C(NN1C(=O)NC2(CCCCC2)C1=O)c1ccc(-c2ccc([N+](=O)[O-])cc2)o1 | -1 | 1 | -44 | 3 | 0 | -33 | -11 | 9 | 6 | 0.3 |
| [O-][n+]1c2ccc3nonc3c2nn1-c1ccccc1Cl | 3 | 3 | -9 | 36 | -1 | -4 | -24 | -3 | 8 | 0.2 |
| Cn1c(SCC(=O)N2CCN(S(=O)(=O)c3ccc(Cl)cc3)CC2)nc2ccccc21 | 2 | 2 | 3 | 4 | . | -2 | -20 | -1 | -17 | -0.6 |
| O=C(/N=C1\NC(=O)C(F)(C(F)(F)F)S1)NC1CCCCC1 (stereo unspecified) | -2 | . | 11 | 17 | -2 | -5 | . | . | -9 | -0.5 |
| COc1ccc(-c2cc(C(=O)N3CCN(C(=O)c4ccccc4F)CC3)[nH]n2)cc1 | 3 | -3 | -6 | 26 | 0 | -5 | -51 | -6 | 18 | -0.3 |
| COCCNC(=O)c1ccc2c(c1)ncn2-c1ccc(F)c(F)c1 | 1 | 2 | -16 | 15 | -2 | 0 | -66 | -1 | -42 | -0.1 |
| Cc1nc(C(C)NC(=O)CCc2nnc(CCCc3ccccc3)o2)c(C)s1 (stereo unspecified) | 1 | -3 | 39 | 26 | 0 | 19 | -72 | 4 | -174 | 2.5 |
| C=CCc1ccc(OCCCNC2CCCC2)c(OC)c1 | 0 | . | 4 | 16 | 9 | 3 | . | . | -18 | -0.6 |
| Clc1ccc(SCc2nc3ccccc3[nH]2)cc1 | -5 | -5 | 56* | 8 | -1 | 31 | -95 | -3 | -112 | 2.0 |
| COC(=O)C1CCN(C(=O)c2oc3c(Cl)cc(C)cc3c2C)CC1 | 2 | -2 | 33 | -5 | 0 | 23 | -211 | 9 | -74 | 2.7 |

Assay outcomes deposited in PubChem BioAssay by several laboratories.
